A549 viability: A549 cytotoxicity, counter-screen for Nrf2 inhibitors | A549 ARE-Fluc cells, CellTiter-Fluor viability, 18-24 h | Potency, µM (series often up to 46 µM), for the others: top-dose activity change, negative = cytotoxicity, actives largely listed as inhibitors | 390,000 compounds, 0.16% hits | AID 504648; also: potency is read from the fitted curve at half-maximal effect; % is scaled to controls: 0 for no effect and ±100 for the full control effect
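A549 ARE-Fluc cells in 5% FBS OPTI-MEM, 5000 cells/well, rested 2 h then exposed to compounds in concentration-response for 18-24 h at 37 °C. Viability by CellTiter-Fluor fluorescence (Ex 405/Em 525) after 30 min; luciferase luminescence (BugLite, 15 min, RT) read afterwards.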
CCT modulator: modulators of cytosolic chaperonin (CCT/TRiC) activity. purified chaperonin ATPase assay, HTRF ADP detection, 30 min. activity change, % (test concentration not listed), hits read low. 360,000 compounds, 0.3% hits. AID 651819; in the data active = activity change below about -30%; also: % is scaled to controls: 0 for no effect and ±100 for the full control effect
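Enzyme 40 or 20 nM (batch-dependent) in Tris pH 7.4/KCl/MgCl2/DTT; cpd 76 uM single point; ATP 10 uM; 30 min 37 °C; Transcreener ADP HTRF detection, 30 min RT; ratio 665/615.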
Akt phos inh: blocks phosphorylation of Akt. Neuro2A IGF-stimulated pAkt S473 HTRF, 20 min; hits give low values. activity change, % for hits at 50 µM. 360,000 compounds, 0.32% hits. AID 651550; in the data active = activity change below about -80%; inconclusive = mostly about -51% to -80%; also: % is scaled to controls: 0 for no effect and ±100 for the full control effect
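Neuro2A cells (4,500/well, DMEM with 0.5% FBS) were treated with compound at a single 50 µM final concentration, stimulated with 6 nM IGF for 20 min at 37 °C, and lysed. Phospho-Akt Ser473 was read by HTRF as 665/615 ratio ×10^4.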
Nrf2 block: Nrf2 pathway inhibition; A549 ARE-Fluc reporter, luciferase luminescence, 18-24 h; Potency, µM (top dose mostly 46 µM), inactives show top-dose activity change, negative = inhibition, usual class: inhibitors; 360,000 compounds, 2.1% hits; also: potency is read from the fitted curve at half-maximal effect; % is scaled to controls: 0 for no effect and ±100 for the full control effect; nearly all actives have a fitted effect of over 60% in size
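Concentration-response testing used A549 ARE_Fluc cells at 5000 cells/well. Following an 18-24 h compound incubation, viability was read by fluorescence (Ex 405/Em 525) and luciferase output by luminescence.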
EPAC2 ag: EPAC2 (human) agonism. Q8WZA2. 360,000 compounds, 0.079% hits. Potency, µM (top dose mostly 154 µM), for inactives: at the highest dose activation, hits mostly activators. EPAC2 activation, biochemical qHTS; response scale: 100% = 6.5 mM cAMP response; also: potency is read from the fitted curve at half-maximal effect; nearly all actives have a fitted effect of over 50% in size
Target sequence (Q8WZA2 whole entry, looked up): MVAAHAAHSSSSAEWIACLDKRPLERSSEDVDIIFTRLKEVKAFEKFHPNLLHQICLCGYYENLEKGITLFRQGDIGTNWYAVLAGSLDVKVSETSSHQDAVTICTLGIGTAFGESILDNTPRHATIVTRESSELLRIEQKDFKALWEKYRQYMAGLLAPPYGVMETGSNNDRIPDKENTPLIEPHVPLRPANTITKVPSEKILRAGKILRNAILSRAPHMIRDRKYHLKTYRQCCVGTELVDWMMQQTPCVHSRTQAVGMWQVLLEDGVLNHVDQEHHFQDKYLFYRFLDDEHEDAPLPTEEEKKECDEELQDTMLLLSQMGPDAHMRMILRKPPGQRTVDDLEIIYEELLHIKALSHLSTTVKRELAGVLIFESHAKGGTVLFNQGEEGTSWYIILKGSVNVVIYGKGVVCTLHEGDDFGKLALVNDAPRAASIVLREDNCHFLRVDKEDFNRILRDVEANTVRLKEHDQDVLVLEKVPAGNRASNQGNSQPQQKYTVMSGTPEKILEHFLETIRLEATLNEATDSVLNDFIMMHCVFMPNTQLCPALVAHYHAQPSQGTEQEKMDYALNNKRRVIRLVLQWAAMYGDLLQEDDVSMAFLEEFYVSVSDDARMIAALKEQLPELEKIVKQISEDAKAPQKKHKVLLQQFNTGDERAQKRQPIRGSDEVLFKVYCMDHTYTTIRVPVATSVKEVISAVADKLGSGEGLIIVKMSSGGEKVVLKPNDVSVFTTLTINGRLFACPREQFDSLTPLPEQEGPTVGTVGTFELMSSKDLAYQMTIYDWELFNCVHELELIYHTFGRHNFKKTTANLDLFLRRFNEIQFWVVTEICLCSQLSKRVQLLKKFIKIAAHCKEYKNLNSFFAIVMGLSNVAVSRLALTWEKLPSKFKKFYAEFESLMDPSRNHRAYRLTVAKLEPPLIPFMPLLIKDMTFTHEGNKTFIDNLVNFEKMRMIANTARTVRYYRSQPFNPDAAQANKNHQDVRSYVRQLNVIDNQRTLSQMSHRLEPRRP
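Compounds were titrated in qHTS against a Rap1B-BODIPY-GDP (250 nM) complex with EPAC2 (100 nM) and GDP (50 uM). BODIPY-GDP release tracked at 480/540 nm over 30 min at room temperature, normalized to 6.5 mM cAMP.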
EPAC2 antagonist: blocks human EPAC2 exchange factor; Q8WZA2; EPAC2 GEF exchange of Rap1B-BODIPY-GDP, fluorescence; Potency, µM (doses to about 114 µM), for inactives: top-dose activity, negative = inhibition, usual class: inhibitors; 360,000 compounds, 0.18% hits; AID 720708; also: potency is read from the fitted curve at half-maximal effect; % is scaled to controls: 0 for no effect and ±100 for the full control effect; nearly all actives have a fitted effect of over 45% in size; many of its hits are not listed in these tables
Mm-Cpn inhibitor: inhibitors of Methanococcus maripaludis chaperonin (MmCpn) | 330,000 compounds, 0.031% hits | purified Mm-Cpn ATPase, ADP Transcreener TR-FRET | Potency, µM (top dose mostly 76.9 µM), inactives show top-dose activity, negative = inhibition, actives largely listed as inhibitors; also: potency is read from the fitted curve at half-maximal effect; % is scaled to controls: 0 for no effect and ±100 for the full control effect; nearly all actives have a fitted effect of over 80% in size
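Compound-treated chaperonin, 25 nM final, turns over 10 uM ATP at 37°C for 30 min following a 10 min preincubation; ADP generated competes with ADP-d2 for Eu-cryptate antibody, lowering FRET.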
Nrf2 activator: activates Nrf2 signaling | AID 624171 | AREc32 ARE-luciferase reporter (MCF7-derived line), luminescence, 24 h | Potency, µM (titrated, usually from 46.1 µM), for the others: at the highest dose activation, actives largely listed as activators | 410,000 compounds, 0.31% hits; also: potency is read from the fitted curve at half-maximal effect; % of control where 0% means no effect; nearly all actives have a fitted effect of over 65% in size
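Cells of the AREc32 ARE-luciferase line are plated in OPTI-MEM containing 5% FBS and left overnight at 37 deg C. Compounds are pinned in, incubation continues 24 hr, and firefly luciferase signal is then measured.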
TGFb SMAD3 inh: inhibitors of TGF-b signaling | AID 588855 | HepG2 CAGA-GFP TGF-b/SMAD3 reporter, GFP fluorescence, 18 h; TGF-beta stimulated, 500 pg/mL final | Potency, µM (doses to about 46.1 µM), without a hit: top-dose activity, negative = inhibition, usual class: inhibitors | 410,000 compounds, 1.2% hits; also: potency is read from the fitted curve at half-maximal effect; % is scaled to controls: 0 for no effect and ±100 for the full control effect; nearly all actives have a fitted effect of over 65% in size
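HEPG2 CAGA-GFP, 1000 cells/well; 2 h settle, 37 C; cpd via pin tool; TGF-b 500 pg/mL final; 18 h, 37 C; GFP imaging ex488/em500-530; %Activity normalised to -TGF-b and +DMSO controls; CRC fit, curve class.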
Numbers without * were called inactive; i = inactive; ? = inconclusive; . = not tested or not shown; [ ] = another dose, or the depositor's remark. Unless noted, calls follow the shape of the dose curve; as a rule, active = well fitted curve in the direction sought with a large enough effect; inconclusive = small, poorly fitted or top-dose-only effect, or another doubt; inactive = no such curve, though single readings can be large; an effect the other way counts as inactive or inconclusive. Some of the compounds tested, so the mix of outcomes need not match the whole.

A first look:
molecule	A549 viability	CCT modulator	Akt phos inh	Nrf2 block	EPAC2 ag	EPAC2 antagonist	Mm-Cpn inhibitor	Nrf2 activator	TGFb SMAD3 inh
COc1cccc(N2C(=O)C3CCCN3C2c2ccc(F)cc2)c1 (configuration not stated)	-4%	0.6	i	-12%	-1%	9%	-1%	-0.3%	-13%
CCn1c(CC(=O)Nc2ccccc2)nnc1SCC(=O)Nc1nnc(C)s1	-5%	-0.4	i	1%	-3%	3%	-9%	-0.1%	1%
COc1cccc(-n2nnnc2SCC(=O)NCc2ccco2)c1	0%	0.5	i	.	1%	10%	1%	12%	?

All compounds of this part, from the first entry:
molecule	A549 viability	CCT modulator	Akt phos inh	Nrf2 block	EPAC2 ag	EPAC2 antagonist	Mm-Cpn inhibitor	Nrf2 activator	TGFb SMAD3 inh
COc1cccc(N2C(=O)C3CCCN3C2c2ccc(F)cc2)c1 (configuration not stated)	-4%	0.6	i	-12%	-1%	9%	-1%	-0.3%	-13%
CCn1c(CC(=O)Nc2ccccc2)nnc1SCC(=O)Nc1nnc(C)s1	-5%	-0.4	i	1%	-3%	3%	-9%	-0.1%	1%
COc1cccc(-n2nnnc2SCC(=O)NCc2ccco2)c1	0%	0.5	i	.	1%	10%	1%	12%	?
c1ccc(OCCn2cnc3ccccc32)cc1	2%	0.7	i	4%	4%	11%	1%	0.4%	?
COc1ccc(Nc2nc(N3CCN(S(=O)(=O)N(C)C)CC3)nc3ccccc23)cc1	-12%	-0.2	i	-23%	24%	-3%	1%	5.5%	-21%
Cc1ccc(C(=O)N2CCN(Cc3ccccc3)CC2)cc1S(=O)(=O)N1CCOCC1	8%	0.2	i	?	-2%	-2%	1%	-0.1%	-6%
Cc1nn(C)cc1-c1cc(C(=O)O)c2ccccc2n1	5%	-1.7	i	-8%	0%	3%	0%	-0.6%	-3%
Cc1cc(C)c2c(N)c(S(=O)c3ccc(C(C)(C)C)cc3)sc2n1 (configuration not stated)	0%	-0.5	i	-33%	7%	-25%	2%	5.9%	?
Nc1nnc(COc2ccc(Br)cc2Br)s1	-1%	-1.2	i	?	1%	4%	-1%	2.9%	7%
CCOc1cc(/C=N/NC(=O)CSc2nncn2C)ccc1OCc1ccccc1	0%	-0.1	i	-6%	2%	6%	0%	2.4%	11%
COc1cccc(C2C(C(=O)c3cccs3)=C(O)C(=O)N2CCN(C)C)c1OC (configuration not stated)	-18%	-4.2	i	-10%	-1%	-1%	-2%	0.5%	-4%
CC(C)C(=O)Nc1ccc(C(=O)NNC(=O)c2cccs2)cc1	-1%	-1.3	i	13%	-2%	6%	1%	-0.4%	5%
Fc1ccc(CN2CCSCC2)cc1Br	14%	-3.1	i	-18%	14%	-3%	0%	0.2%	-1%
COc1ccc(C2=NOC(C(=O)Nc3ccc(C(C)=O)cc3)C2)cc1OC (configuration not stated)	-7%	0.0	i	1%	2%	6%	0%	2.1%	14%
Cc1ccc(C2C(C(=O)O)c3ccccc3C(=O)N2C)o1 (configuration not stated)	-5%	-1.2	i	4%	5%	4%	-5%	-0.8%	2%
O=C(OCc1ccccc1)c1cccnc1Cl	-1%	-1.0	i	?	1%	-15%	1%	0.3%	-2%
COc1cc2oc(=O)cc(-c3ccc(-c4ccc(CO)cc4)cc3)c2c(OC)c1OC	-9%	0.3	i	?	0%	-23%	-3%	0.5%	4%
Clc1ccc(CNCCC2=CCCCC2)cc1	12%	-2.0	i	.	-6%	-2%	-1%	0.3%	8%
OC(CN1CCN(Cc2ccccc2)CC1)c1ccccc1 (configuration not stated)	8%	0.2	i	10%	2%	9%	2%	-0.4%	7%
O=C(O)CC1(CC(=O)N2CCN(CCO)CC2)CCCC1	0%	-3.5	i	-2%	5%	6%	3%	-0.4%	-4%
COc1ccc(CCNc2nc(-c3ccc(Cl)cc3)cc(C(F)(F)F)n2)cc1OC	11%	.	.	-15%[9.27 µM]	.	.	.	-0.4%	-9%
CCc1sc(N(C(=O)Cc2ccccc2)c2ccccc2)nc1-c1ccccc1	2%	0.4	i	-4%	8%	-3%	0%	0.0%	-1%
Cc1ccc(C(=O)OCC(=O)NCCc2ccccc2)cc1S(=O)(=O)N1CCOCC1	7%	1.2	i	15%	7%	1%	-7%	-0.2%	-3%
Cc1nn(CCc2n[nH]c(=S)n2C2CCCCC2)c(C)c1Br	-7%	0.3	i	7%	2%	8%	2%	-0.2%	-24%
O=S(=O)(CCSc1nc2ccccc2s1)c1nc2ccccc2s1	-16%	0.3	i	?	12%	-3%	-3%	-3.0%	?

Continuation.
The line under a structure holds: A549 viability | CCT modulator | Akt phos inh | Nrf2 block | EPAC2 ag | EPAC2 antagonist | Mm-Cpn inhibitor | Nrf2 activator | TGFb SMAD3 inh
Cc1cc(NC(=O)C(C)SCC(=O)Nc2ccccc2OC(F)F)no1 (configuration not stated)
  9% | 1.4 | i | 4% | -2% | -4% | 0% | -0.6% | -36%
CCC(=O)Oc1oc(-c2ccccc2)nc1C=Nc1ccccc1OC
  -26% | 6.7 | i | ? | -5% | -1% | -1% | 18% | -16%
COc1ccc(OC)c2c(N)c(C#N)c(C(F)(F)C(F)(F)F)nc12
  -4% | -1.7 | i | 11% | -6% | -2% | -1% | 0.4% | 0%
CCC(=O)N1CCN=C1SCc1ccccc1Cl
  3% | -63* | i | -8% | -2% | -9% | 0% | 0.4% | 4%
COC(=O)c1sccc1-n1cccc1C(=O)N1CCOCC1
  5% | -1.6 | i | . | 0% | 4% | 1% | -0.1% | -19%
Cc1csc(=O)n1CC(=O)OCC(=O)NCc1ccc(F)cc1
  -2% | 0.0 | i | -10% | -1% | 0% | 3% | -0.6% | -25%
Cc1cccc(Cn2c(C)c(C)c3cc(C(=O)NCc4ccc(C)o4)ccc32)c1
  0% | . | . | 11% | . | . | . | -0.2% | ?
CCCNc1c(NC(C)=O)c(=O)oc2ccccc12
  -9% | -3.4 | i | -3% | 8% | -9% | -1% | 0.0% | -7%
CCO[C@@H]1OC(C(=O)N2CCOCC2)=C[C@H](c2ccc(Br)cc2)[C@H]1CCCO
  9% | -2.1 | i | 10% | 1% | 9% | . | -0.2% | -8%
NS(=O)(=O)c1ccc(CCNCC(=O)NC2CC2)cc1
  1% | 0.9 | i | -14% | 2% | 2% | -6% | -0.4% | -1%

Following part:
The line under a structure holds: A549 viability | CCT modulator | Akt phos inh | Nrf2 block | EPAC2 ag | EPAC2 antagonist | Mm-Cpn inhibitor | Nrf2 activator | TGFb SMAD3 inh
CC(C)(C)OC(=O)N1CCC[C@H]1C(=O)NCC1CCC(C(=O)O)CC1 (some centres not stated)
  0% | 0.1 | i | 2% | -6% | 2% | 1% | 0.1% | 17%
COc1ccc(C)cc1C(=O)CCC(=O)NC1CCCCC1
  1% | -1.4 | i | -24% | 6% | -12% | 0% | 1.3% | 0%
O=S(=O)(c1cccs1)n1nnc2ccccc21
  -7% | 1.3 | i | 22% | -2% | -1% | -1% | -0.4% | ?
COCCN(C(=O)C(C)C)c1nnc(-c2ccc(C)cc2)s1
  6% | -0.1 | i | -10% | -2% | -10% | -3% | 2.0% | -3%
CCOC(=O)c1c(C)c(C(=O)N2CCN(c3ccc(F)cc3)CC2)c(C)n1C
  1% | 2.0 | i | -10% | -4% | 3% | 0% | 0.2% | -29%
CN(C)c1ccc(/C=C/C(=O)c2ccc3c(c2)OCCO3)cc1[N+](=O)[O-]
  3% | -0.1 | i | 16% | 8% | 0% | 0% | 2.2% | -1%
NNC(=O)c1nc(Cl)c(Cl)c(N)c1Cl
  -2% | -1.0 | i | 7% | 19% | 0% | 0% | 3.8% | 11%
Cc1nc(CNS(=O)(=O)c2ccc3c(c2)CCCC3)cs1
  -3% | -0.6 | i | ? | 1% | 7% | -2% | 0.2% | 0%
CCOC(=O)c1sc(NC(=O)CSc2nc3c(c(=O)n2-c2ccc(C)cc2)SCC3)c(C(=O)OCC)c1C
  -3% | -1.4 | i | ? | 9% | -2% | 0% | -0.4% | 0%
COC(=O)c1ccc(NC(=O)CCN2CCN(Cc3ccccc3)CC2)cc1
  9% | -1.0 | i | 11% | 3% | -2% | 0% | 0.6% | -8%

Later entries
The line under a structure holds: A549 viability | CCT modulator | Akt phos inh | Nrf2 block | EPAC2 ag | EPAC2 antagonist | Mm-Cpn inhibitor | Nrf2 activator | TGFb SMAD3 inh
COc1cccc(CNn2cnnc2)c1O
  -1% | 2.1 | i | 4% | 3% | 3% | 0% | 0.1% | 16%
COc1ccc(C(=O)N(c2ccc(OC)cc2)S(=O)(=O)c2cccs2)cc1
  -5% | -0.2 | i | 6% | 9% | 2% | 1% | 0.3% | -1%
NS(=O)(=O)c1ccc(CCNC(=O)COC(=O)/C=C/c2ccc(OC(F)F)cc2)cc1
  2% | 0.2 | i | 1% | 1% | 3% | -2% | 0.3% | ?
c1ccc(-c2noc(-c3cccnc3)n2)nc1
  1% | -1.6 | i | 0% | 7% | 9% | 0% | -0.4% | 3%
Cc1ccccc1SCC(=O)OCC(=O)N1CC(=O)Nc2ccccc21
  0% | -1.8 | i | 4% | 8% | -11% | -1% | -0.4% | 5%
COC(=O)c1ccc(C(=O)Nc2ccc3nc(-c4cccnc4)[nH]c3c2)cc1
  2% | -1.9 | i | ? | -4% | 9% | -5% | -0.2% | 0%
